CCT chaperon mod – changes cytosolic chaperonin activity; purified chaperonin ATPase assay, HTRF ADP detection, 30 min; 0.3% of 360,000 active; activity change, % (no concentration beside the values), hits read low; in the data active means activity change below about -30%; further: on the % scale 0 is the no-effect control and ±100 the full control effect
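We incubate TRiC, 40 or 20 nM final, with library compounds at 76 uM and 10 uM ATP for 30 min at 37 °C. ADP formed is detected with Transcreener HTRF reagents after 30 min at room temperature.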
Nrf2 inh – Nrf2 pathway inhibition; A549 ARE-Fluc reporter, luciferase luminescence, 18-24 h; Potency, µM (titrated, usually from 46 µM), for inactives: at the top dose activity change, negative = inhibition, hits mostly inhibitors; 2.1% of 360,000 active; AID 504444; further: potency means the concentration at half of the fitted maximal effect; on the % scale 0 is the no-effect control and ±100 the full control effect; nearly all actives have a fitted effect of over 60% in size
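Cells were seeded and rested 2 h, then exposed to compounds for 18-24 h. CellTiter-Fluor was read first as a viability measure. BugLite was added 15 min before the final luminescent read of ARE-luciferase activity in A549 cells.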
TGFb inhibitor – blocks TGF-b signaling; HepG2 CAGA-GFP TGF-b/SMAD3 reporter, GFP fluorescence, 18 h; TGF-beta stimulated, 500 pg/mL final; 1.2% of 410,000 active; AID 588855; Potency, µM (highest dose often 46.1 µM), without a hit: at the highest dose activity, negative = inhibition, hits mostly inhibitors; further: potency means the concentration at half of the fitted maximal effect; on the % scale 0 is the no-effect control and ±100 the full control effect; nearly all actives have a fitted effect of over 65% in size
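TGF-beta reporter screen: HEPG2 CAGA-GFP, 1% FBS, 500 pg/mL TGF-beta final, 18 h; per-cell GFP summed per well; curves fitted and categorized by class.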
ATXN viability – reduces viability in counter-screen for ATXN expression inhibitors. Potency, µM (doses to about 56.7 µM), most hits filed as cytotoxic. 0.49% of 400,000 active. S2 cells (HEK-293 line with an ATXN2-luciferase reporter) viability, CellTiter-Fluor protease fluorescence, 24 h; further: potency means the concentration at half of the fitted maximal effect; nearly all actives have a fitted effect of over 40% in size
Nrf2 activator – Nrf2 pathway activation; AREc32 ARE-luciferase reporter (MCF7-derived line), luminescence, 24 h; Potency, µM (highest dose often 46.1 µM), without a hit: at the highest dose activation, hits mostly activators; 0.31% of 410,000 active; further: potency means the concentration at half of the fitted maximal effect; % of control where 0% means no effect; nearly all actives have a fitted effect of over 65% in size
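Luminescent ARE reporter assay in AREc32_Fluc cells: overnight plating at 37 deg C, 24 hr compound incubation, Steady-Glo added, 30 min RT before reading.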
HepG2 tox – HepG2 cytotoxicity, counter-screen for TGF-b inhibitors; HepG2 CAGA-GFP viability, ATP luminescence, 18 h; 0.76% of 410,000 active; Potency, µM (doses to about 46.1 µM), for the others: at the top dose activity change, negative = cytotoxicity, most hits filed as cytotoxic; further: potency means the concentration at half of the fitted maximal effect; some results filed as inactive show a strong effect at the top dose
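HepG2 CAGA-GFP cells (1000/well, DMEM with 1% FBS) received compound, then TGF-beta at 500 pg/mL final, and were incubated 18 hours at 37 degrees C. Viability was read by CellTiter-Glo luminescence. Media-only wells were set as complete cell-killing and DMSO as no toxicity.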
MmCpn inh – M. maripaludis TRiC chaperonin inhibition | Potency, µM (titrated, usually from 76.9 µM), for inactives: at the top dose activity, negative = inhibition, most hits filed as inhibitors | AID 504842 | 0.031% of 330,000 active | purified Mm-Cpn ATPase, ADP Transcreener TR-FRET; further: potency means the concentration at half of the fitted maximal effect; on the % scale 0 is the no-effect control and ±100 the full control effect; nearly all actives have a fitted effect of over 80% in size
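25 nM Mm-CPN + cpd, 10 min 37°C; + 10 uM ATP, 30 min 37°C; buffer 30 mM Tris pH 7.4, 100 mM KCl, 5 mM MgCl2, 1 mM DTT; Transcreener ADP HTRF detection 30 min RT.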
A549 viability – A549 cytotoxicity, counter-screen for Nrf2 inhibitors. 0.16% of 390,000 active. AID 504648. Potency, µM (highest dose often 46 µM), for the others: top-dose activity change, negative = cytotoxicity, actives largely listed as inhibitors. A549 ARE-Fluc cells, CellTiter-Fluor viability, 18-24 h; further: potency means the concentration at half of the fitted maximal effect; on the % scale 0 is the no-effect control and ±100 the full control effect
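A549 ARE_Fluc cells in 5% FBS OPTI-MEM were exposed to compounds in concentration-response for 18-24 h at 37 deg C. Viability was read by CellTiter-Fluor fluorescence (Ex 405/Em 525) after 30 min, before the luciferase read.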
Akt phos inh – inhibitors of Akt phosphorylation. Neuro2A IGF-stimulated pAkt S473 HTRF, 20 min; hits give low values. activity change, % for hits at 50 µM. 0.32% of 360,000 active; in the data active means activity change below about -80%; inconclusive means mostly about -51% to -80%; further: on the % scale 0 is the no-effect control and ±100 the full control effect
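Neuro2A cells in DMEM with 0.5% FBS, overnight at 37 deg C, given compound at single 50 µM final, then IGF (6 nM final) for 20 min at 37 deg C. Lysed; phospho-Akt Ser473 by HTRF after 24 h, 665/615 ratio.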
Starred values were filed as active, the others as inactive; i = inactive; ? = inconclusive; . = no result given; [ ] = another dose, or the depositor's remark. Unless noted, the call rests on the fitted dose curve; in most records, active means well fitted curve in the direction sought with a large enough effect; inconclusive means small, poorly fitted or top-dose-only effect, or another doubt; inactive means no such curve, though single readings can be large; an effect the other way counts as inactive or inconclusive.

SMILES | CCT chaperon mod | Nrf2 inh | TGFb inhibitor | ATXN viability | Nrf2 activator | HepG2 tox | MmCpn inh | A549 viability | Akt phos inh
CCOc1ccc(NC(=O)c2cc3ccccc3cc2OC)cc1 | 0.8 | ? | -20.2% | i | 7.2% | 0.9% | -0.3% | -16.8% | i
CC(Sc1nnc(C2CC2)n1C1CC1)C(=O)NCc1cccs1 (stereo unspecified) | -0.2 | -3.1% | 0.9% | i | -0.1% | 5.6% | -0.6% | 0.1% | i
COc1cccc(C(=O)Nc2ccc(C(=O)NCC3CCCO3)cc2)c1 (stereo unspecified) | -0.4 | -21.4% | 4.0% | i | 0.0% | 12.5% | . | -11.3% | i
COc1ccc(/C(O)=C/Sc2nnc(Cc3ccccc3)o2)cc1 | -2.2 | -9.5% | -20.1% | i | 4.0% | -54.0% | -9.6% | -2.0% | i
CCc1nnc(NC(=O)CSc2nnc(-c3cc4ccccc4cc3O)n2CCOC)s1 | -3.4 | ? | 0.0% | i | -1.0% | -12.1% | -0.8% | . | i
CCc1cccc(NC(=O)C(CC)n2nc(C)c3sc4ccccc4c3c2=O)c1 (stereo unspecified) | . | ? | 33.2%[activator] | . | -0.7% | -24.5% | . | -14.7% | .
Cc1cccc2sc(NC(=O)C3CCCN(S(=O)(=O)c4cccc5nonc45)C3)nc12 (stereo unspecified) | 2.8 | . | 41.5%[activator] | i | -0.8% | 8.8% | 0.0% | -10.4% | i
COc1ccc(NC2=Nc3ccccc3N3C2=Nc2c(c(C)nn2-c2ccc(C)cc2)C3c2cccnc2)cc1 (stereo unspecified) | -45.1* | 8.1% | 12.1% | i | -0.4% | 6.7% | -0.5% | 0.1% | i
CCOc1ccc(S(=O)(=O)NCCC(=O)OCN2C(=O)c3ccccc3C2=O)cc1 | 0.2 | 17.6% | -3.8% | i | 0.0% | 0.8% | -0.8% | -0.4% | i
O=S(=O)(Nc1ccc(Cc2ccncc2)cc1)c1ccc(Cl)s1 | 1.3 | 18.4µM* | ? | i | 0.0% | -18.4% | 0.2% | -0.4% | i
Cc1ccc(C(=O)n2cnc3ccccc32)cc1C | 1.1 | 5.1% | 14.5% | i | -0.8% | 9.3% | 0.1% | 0.4% | i
COC(=O)c1cc(NCc2c(F)cccc2Cl)ccc1N1CCOCC1 | 0.3 | . | ? | i | -0.1% | -25.7% | -2.3% | 0.1% | i
O=C(NC(C(=O)O)c1ccccc1)c1ccc(S(=O)(=O)N2CCOCC2)cc1 (stereo unspecified) | -0.4 | 4.7% | 0.4% | i | -0.2% | -6.4% | 1.9% | -7.0% | i
CC(=O)Nc1nnc(SCc2cc(=O)c3cc(C)ccc3[nH]2)s1 | . | . | -41.0% | i | -0.5% | 2.8% | . | -1.1% | .
CC(=O)N1c2c(cc(Br)cc2S(=O)(=O)N2CCN(C(=O)c3ccco3)CC2)CC1C (stereo unspecified) | 1.4 | 2.3% | -10.1% | i | 0.6% | 6.7% | 0.2% | 10.8% | i
Cc1nc(NC(=O)C2CCCC2)sc1Cc1ccc2c(c1)OCO2 | 1.7 | ? | ? | i | 3.9% | -19.7% | -5.8% | 3.9% | i
Cc1cc2nc(C)n(CCCNC(=O)Nc3cccc4ccccc34)c2cc1C | -0.7 | ? | -7.3% | i | -0.1% | -29.5% | 1.0% | -0.5% | i
COc1cc(CNn2nnnc2N)ccc1OCC(=O)NC(C)(C)C | -0.7 | 11.7% | 15.1% | i | -0.1% | 0.0% | -0.7% | . | i
CCOc1ccc2c(c1)c(N=Nc1cccc(C(=O)O)c1)c(O)n2C | -0.1 | 19.2% | -2.0% | ? | 3.1% | -15.8% | -3.4% | ? | i
O=C(Nc1cccc(NC(=O)c2ccccc2Cl)c1)c1ccco1 | -2.1 | -2.8% | -2.7% | i | 26.5% | -10.0% | 2.6% | 1.3% | i
Nc1ccccc1C(=O)N1CCC(O)(c2ccc(Cl)cc2)CC1 | -1.5 | 10.1% | -13.2% | i | 0.5% | -0.5% | -0.7% | 1.5% | i
CCN1CCN(C(=S)Nc2ccsc2C(=O)OC)CC1 | 0.7 | -16.6% | 1.3% | i | -0.5% | -40.8% | -0.6% | -0.1% | i
O=C(Oc1c(-c2ccccc2)c(=O)n2c3c(cccc13)CC2)c1ccc(Cl)cc1 | -1.3 | -0.7% | -3.4% | i | -0.4% | -27.4% | -1.2% | 0.9% | i
O=C(NC(=S)NNS(=O)(=O)c1ccc(Cl)cc1)c1cccnc1 | -0.3 | -23.3% | 11.2% | i | 0.4% | 8.1% | -3.0% | 6.2% | i
Cc1cc(OC(C)C(=O)N/N=C/CC(C)c2ccccc2)ccc1Cl (stereo unspecified) | 1.5 | -3.5% | 3.8% | i | 0.1% | -33.4% | 1.6% | 8.3% | i
O=C(Nc1ccc2c(c1)OCCO2)C1CCCN(c2ncccn2)C1 (stereo unspecified) | -0.1 | ? | 2.9% | i | 0.0% | -4.7% | 4.3% | -0.8% | i
Cc1cccc(NC(=O)CSc2nc3nc(C)cc(C)n3n2)c1 | 1.1 | ? | ? | i | -0.7% | -31.6% | -0.4% | -8.3% | i
COc1ccccc1NS(=O)(=O)c1cccc(NC(=O)Nc2ccc(Cl)cc2)c1 | -3.0 | ? | ? | ? | 5.1% | 12.6µM* | 2.2% | ? | i

Ordered by heavy-atom count (ascending): some entries from above.
SMILES | CCT chaperon mod | Nrf2 inh | TGFb inhibitor | ATXN viability | Nrf2 activator | HepG2 tox | MmCpn inh | A549 viability | Akt phos inh
Cc1nc(NC(=O)C2CCCC2)sc1Cc1ccc2c(c1)OCO2 | 1.7 | ? | ? | i | 3.9% | -19.7% | -5.8% | 3.9% | i
COc1ccccc1NS(=O)(=O)c1cccc(NC(=O)Nc2ccc(Cl)cc2)c1 | -3.0 | ? | ? | ? | 5.1% | 12.6µM* | 2.2% | ? | i
CCOc1ccc(S(=O)(=O)NCCC(=O)OCN2C(=O)c3ccccc3C2=O)cc1 | 0.2 | 17.6% | -3.8% | i | 0.0% | 0.8% | -0.8% | -0.4% | i

Already shown: an excerpt of the list.
SMILES | CCT chaperon mod | Nrf2 inh | TGFb inhibitor | ATXN viability | Nrf2 activator | HepG2 tox | MmCpn inh | A549 viability | Akt phos inh
CCOc1ccc(NC(=O)c2cc3ccccc3cc2OC)cc1 | 0.8 | ? | -20.2% | i | 7.2% | 0.9% | -0.3% | -16.8% | i
CC(Sc1nnc(C2CC2)n1C1CC1)C(=O)NCc1cccs1 (stereo unspecified) | -0.2 | -3.1% | 0.9% | i | -0.1% | 5.6% | -0.6% | 0.1% | i
COc1cccc(C(=O)Nc2ccc(C(=O)NCC3CCCO3)cc2)c1 (stereo unspecified) | -0.4 | -21.4% | 4.0% | i | 0.0% | 12.5% | . | -11.3% | i
COc1ccc(/C(O)=C/Sc2nnc(Cc3ccccc3)o2)cc1 | -2.2 | -9.5% | -20.1% | i | 4.0% | -54.0% | -9.6% | -2.0% | i

Screening data deposited in PubChem BioAssay by National Center for Advancing Translational Sciences (NCATS).
